mIDH1 inhibitor – blocks human mutant IDH1 R132H enzyme. O75874. IDH1-R132H enzyme, NADPH consumption, diaphorase/resazurin fluorescence. Potency, µM (series often up to 76.6 µM), for the others: at the highest dose activity change, negative = inhibition, actives largely listed as inhibitors. 0.093% of 390,000 active. AID 602179; note: potency is the fitted concentration of half-maximal effect; % is set by controls: 0 for no effect and ±100 for the full control effect; nearly all actives have a fitted effect of over 65% in size
Target sequence (O75874 whole entry R132H, stated change not applied): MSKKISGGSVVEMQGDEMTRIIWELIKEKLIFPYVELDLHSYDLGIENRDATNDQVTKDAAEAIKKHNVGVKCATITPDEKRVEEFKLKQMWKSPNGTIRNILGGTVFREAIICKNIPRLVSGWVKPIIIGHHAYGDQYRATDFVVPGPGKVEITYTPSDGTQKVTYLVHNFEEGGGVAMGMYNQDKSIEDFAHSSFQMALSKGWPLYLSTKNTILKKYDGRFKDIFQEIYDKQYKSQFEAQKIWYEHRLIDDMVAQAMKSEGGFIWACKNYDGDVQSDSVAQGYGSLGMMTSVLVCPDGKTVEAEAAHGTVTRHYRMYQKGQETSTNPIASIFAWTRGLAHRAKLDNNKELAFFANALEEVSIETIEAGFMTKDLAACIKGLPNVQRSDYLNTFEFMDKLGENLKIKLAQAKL
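IDH1-R132H (0.5 ug/mL) preincubated 30 min with compound, then NADPH (0.016 mM) and alpha-KG (2 mM) added; 80 min at RT, pH 7.5. Remaining NADPH coupled via diaphorase/resazurin to fluorescence (540/590 nm); concentration-response curves normalized to no-enzyme control.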
Vif-APOBEC3G blk – blocks the Vif interaction with human APOBEC3G; 0.076% of 410,000 active; Q9HC16; Potency, µM (titrated, usually from 46.1 µM), for inactives: at the top dose activity, negative = active, usual class: inhibitors; HeLa A3G-eYFP + Vif (tagged APOBEC3G with the HIV-1 protein that degrades it), YFP fluorescence, overnight;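 note: potency is the fitted concentration of half-maximal effect; % is set by controls: 0 for no effect and ±100 for the full control effect; nearly all actives have a fitted effect of over 60% in size; hits raise eYFP signal because A3G escapes Vif-driven loss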
Target sequence (Q9HC16 whole entry, looked up): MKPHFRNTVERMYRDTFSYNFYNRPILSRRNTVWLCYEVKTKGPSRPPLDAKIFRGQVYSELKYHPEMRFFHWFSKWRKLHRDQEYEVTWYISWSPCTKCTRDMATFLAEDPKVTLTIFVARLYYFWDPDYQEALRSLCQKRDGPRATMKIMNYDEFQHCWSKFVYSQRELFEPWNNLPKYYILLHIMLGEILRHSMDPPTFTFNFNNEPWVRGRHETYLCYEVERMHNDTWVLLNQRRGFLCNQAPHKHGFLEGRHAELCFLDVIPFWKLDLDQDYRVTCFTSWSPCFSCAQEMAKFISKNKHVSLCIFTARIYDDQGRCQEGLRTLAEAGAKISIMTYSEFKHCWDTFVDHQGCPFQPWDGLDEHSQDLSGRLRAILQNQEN
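HeLa cells stably expressing Vif and C-terminally eYFP-tagged A3G, seeded overnight at 37 deg C, then exposed to compound by pintool overnight at 37 deg C. Rise in yellow fluorescence (Ex 488/Em 500-530, Acumen) marks blocked Vif-driven A3G degradation.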
rTrxR1 inhibitor – rat TrxR1 inhibition | 1% of 390,000 active | Potency, µM (titrated, usually from 114 µM), inactives show top-dose activity change, negative = inhibition, usual class: inhibitors | recombinant rTrxR1, NADPH fluorescence consumption, selenite substrate | AID 588453 | O89049; note: potency is the fitted concentration of half-maximal effect; % is set by controls: 0 for no effect and ±100 for the full control effect; nearly all actives have a fitted effect of over 65% in size
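Rat TrxR1 (90 nM in the dispensed reagent) was pre-reduced with 400 uM NADPH for 5 min at room temperature, then incubated with compound for 15 min. After 400 uM selenite was added, NADPH fluorescence (Ex 340/Em 450 nm) was followed for 8 min.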
TrxR1 substrate – substrates of rat thioredoxin reductase 1; O89049; AID 588456; purified TrxR1 substrate turnover, NADPH consumption readout; Potency, µM (titrated, usually from 114 µM), for inactives: top-dose activity change, negative = substrate turnover; 0.01% of 390,000 active; note: potency is the fitted concentration of half-maximal effect; % is set by controls: 0 for no effect and ±100 for the full control effect; nearly all actives have a fitted effect of over 50% in size
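Rat TrxR1, dispensed at 90 nM, was prereduced with 400 uM NADPH (final) for 5 min at ~22 deg C, then incubated with compound 15 min before 400 uM selenite. A first-read NADPH fluorescence drop versus no-compound background flagged substrates.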
Glioma ERSR ind – induces the endoplasmic reticulum stress response in human glioma cells. 0.02% of 420,000 active. Potency, µM, for the others: top-dose activation, hits mostly activators. U87-MG GRP78 promoter luciferase reporter, 16 h; note: potency is the fitted concentration of half-maximal effect; series mostly up to about 76 µM; % of control where 0% means no effect; nearly all actives have a fitted effect of over 35% in size
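ERSR induction read as luciferase luminescence (Bright-Glo, 10 min at room temperature) in stably transfected human U87-MG glioma cells exposed to compounds for 16 h, using GRP78 as sensor.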
USP1-UAF1 inh – blocks the human USP1/UAF1 deubiquitinase complex | Potency, µM (titrated, usually from 57.1 µM), without a hit: top-dose activity change, negative = inhibition, actives largely listed as inhibitors | O94782 | AID 743255 | 0.23% of 390,000 active | recombinant USP1/UAF1, Ub-Rhodamine cleavage fluorescence; note: potency is the fitted concentration of half-maximal effect; % is set by controls: 0 for no effect and ±100 for the full control effect; nearly all actives have a fitted effect of over 60% in size; inactives centre near -12
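Step one: compound is pinned into 1nM USP1/UAF1 in HEPES pH 7.8 buffer with TCEP. Step two: 15 min room-temperature incubation. Step three: Ub-Rho (150nM final) starts cleavage, tracked by fluorescence over six one-minute reads.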
RGS4 inhibitor – inhibitors of human regulator of G protein signaling 4 | Transcreener GDP fluorescence polarization, RGS4-accelerated GTP hydrolysis | Potency, µM (top dose mostly 114 µM), without a hit: at the highest dose activity change, negative = inhibition, most hits filed as inhibitors | 0.039% of 390,000 active | AID 504845; note: potency is the fitted concentration of half-maximal effect; % is set by controls: 0 for no effect and ±100 for the full control effect; nearly all actives have a fitted effect of over 75% in size; some results filed as inactive show a strong effect at the top dose
Target sequence (P49798 whole entry, looked up): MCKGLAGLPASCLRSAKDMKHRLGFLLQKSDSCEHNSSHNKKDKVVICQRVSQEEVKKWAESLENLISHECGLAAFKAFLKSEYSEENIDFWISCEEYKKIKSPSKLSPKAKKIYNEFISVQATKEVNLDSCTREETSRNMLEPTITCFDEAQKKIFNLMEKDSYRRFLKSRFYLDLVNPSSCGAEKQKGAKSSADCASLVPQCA
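MLSMR compounds (23 nl, pin-transferred) preincubated 10 min at room temperature with a 500nM (2x) first reagent, then RGS4 at 900nM (2x) plus Transcreener GDP mix added; fluorescence polarization (620/688 nm) read before and after 90 min at 30 °C.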
Vif-APOBEC3F blk – inhibitors of Vif-A3F interaction. HeLa A3F-eYFP + Vif (tagged APOBEC3F with the HIV-1 protein that degrades it), YFP fluorescence increase. Potency, µM (doses to about 46.1 µM), inactives show at the highest dose activity, negative = active. 0.2% of 390,000 active. AID 602313; note: potency is the fitted concentration of half-maximal effect; % of control where 0% means no effect; nearly all actives have a fitted effect of over 65% in size
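HeLa cells stably expressing Vif plus C-terminally eYFP-tagged A3F were seeded, incubated overnight at 37 deg C, dosed with compound, incubated overnight again at 37 deg C. Yellow fluorescence (Ex 488/Em 500-530) reported blocked Vif-mediated A3F-eYFP degradation.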
LDHA block – inhibitors of human lactate dehydrogenase A | purified LDHA, NADH/diaphorase-resazurin fluorescence; active compounds read low | activity change, % (values are at about 110 or 230 µM) | 0.15% of 480,000 active | AID 1347041; in the data active = activity change below about -30%; inconclusive = mostly about -25% to -30%;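 note: plate controls were DMSO wells for no effect and wells without enzyme for full effect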
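LDH5 2 nM; NADH 0.06 mM, pyruvate 0.2 mM; 200 mM Tris pH 7.4, EDTA, Tween-20; 5 min RT. Detection: diaphorase 0.133 mg/mL + resazurin 37 µM, fluorescence ex540/em590 at 0 and 20 min; normalized to enzyme-free and DMSO wells.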
* hit, by the source's call; ? = inconclusive; . = not tested or not shown; [ ] = another dose, or the depositor's remark. Unless noted, calls come from the whole dose curve; as a rule, active = well fitted curve in the direction sought with a large enough effect; inconclusive = small, poorly fitted or top-dose-only effect, or another doubt; inactive = no such curve, though single readings can be large; an effect the other way counts as inactive or inconclusive.

#	Compound	mIDH1 inhibitor	Vif-APOBEC3G blk	rTrxR1 inhibitor	TrxR1 substrate	Glioma ERSR ind
1	COc1ccc(C(C#N)C2(C)OCCO2)cc1OC (stereo unspecified)	0%	0%	23%	2%	2%
2	C[C@@H]1CN([C@@H](C)CO)C(=O)c2cccc(NS(=O)(=O)c3cccs3)c2O[C@H]1CN(C)Cc1ccc(C(F)(F)F)cc1	?	1%	2%	-4%	-2%
3	CCCCSCCCNC(=O)c1ccc2c(c1)N(CC)C(=O)c1ccccc1S2=O (stereo unspecified)	0%	-20%	-18%	?	-2%
4	CCCCNC(=O)CN1C(=O)c2cccnc2Sc2ccccc21	0%	1%	15%[57.1 µM]	6%[57.1 µM]	-3%
5	O=C(NCc1ccc(F)cc1)c1cccc(N2CCCS2(=O)=O)c1	13%	3%	21%[57.1 µM]	5%[57.1 µM]	-4%
6	Fc1ccc2c(c1)-c1nc(-c3ccccc3)cc(-c3ccccc3)c1CO2	12%	3%	31%	28%	4%
7	COc1ccc(C(=O)C2CCCN(Cc3ccc(C#CCCO)cc3)C2)c(OC)c1 (stereo unspecified)	19%	-1%	6%	1%	-2%
8	CSc1nc(Sc2cccc(Cl)c2)c2ccccc2n1	0%	-4%	1%	0%	-3%

#	USP1-UAF1 inh	RGS4 inhibitor	Vif-APOBEC3F blk	LDHA block
1	-1%	-14%	-12%	-2
2	-2%	-10%	-2%	-2
3	-22%	-18%	-7%	3
4	-10%	-17%	-3%	0
5	-24%	5%	0%	1
6	-23%	-5%	-1%	-3
7	-21%	6%	-23%	-1
8	-15%	5%	.	-5

Reformatted: 5 of the compounds above
Every second line gives: mIDH1 inhibitor, Vif-APOBEC3G blk, rTrxR1 inhibitor, TrxR1 substrate, Glioma ERSR ind, USP1-UAF1 inh, RGS4 inhibitor, Vif-APOBEC3F blk, LDHA block
(2) C[C@@H]1CN([C@@H](C)CO)C(=O)c2cccc(NS(=O)(=O)c3cccs3)c2O[C@H]1CN(C)Cc1ccc(C(F)(F)F)cc1
→ ?, 1%, 2%, -4%, -2%, -2%, -10%, -2%, -2
(3) CCCCSCCCNC(=O)c1ccc2c(c1)N(CC)C(=O)c1ccccc1S2=O (stereo unspecified)
→ 0%, -20%, -18%, ?, -2%, -22%, -18%, -7%, 3
(4) CCCCNC(=O)CN1C(=O)c2cccnc2Sc2ccccc21
→ 0%, 1%, 15%[57.1 µM], 6%[57.1 µM], -3%, -10%, -17%, -3%, 0
(5) O=C(NCc1ccc(F)cc1)c1cccc(N2CCCS2(=O)=O)c1
→ 13%, 3%, 21%[57.1 µM], 5%[57.1 µM], -4%, -24%, 5%, 0%, 1
(6) Fc1ccc2c(c1)-c1nc(-c3ccccc3)cc(-c3ccccc3)c1CO2
→ 12%, 3%, 31%, 28%, 4%, -23%, -5%, -1%, -3

(cont.)
#	Compound	mIDH1 inhibitor	Vif-APOBEC3G blk	rTrxR1 inhibitor	TrxR1 substrate	Glioma ERSR ind
9	CCNS(=O)(=O)c1ccc(CCC(N)=O)cc1	-24%	-3%	-23%	-14%	-2%
10	CCOC(=O)CC1C(=O)NCCN1Cc1cccc(C(F)(F)F)c1 (stereo unspecified)	10%	0%	21%	0%	-2%
11	CCOCCCNC(=S)NCCCNc1nc2c(C)c(C)ccc2cc1C#N	3%	4%	-5%	16%	-5%
12	COc1cc(CNCc2cccc3ccccc23)cc(OC)c1	13%	1%	28%	5%	-4%
13	Cc1ccc(C(=O)Nc2ccc(C(=O)N/N=C/c3ccc(C)o3)cc2)cc1	-2%	-6%	5%[57.1 µM]	4%[0.0914 µM]	-9%
14	Clc1ccc(C2[C@H]3CN(CC4CCCCC4)[C@H](c4ccccc4)C34CC2(c2cccnc2)C4)cn1 (stereo partly specified)	-26%[38.3 µM]	-6%	12%	-3%	1%
15	CCc1cc2c(COC(=O)c3cc(S(=O)(=O)N4CCOCC4)ccc3F)cc(=O)oc2cc1O	-3%	-8%	-12%	17%	?
16	CCC(C)[C@@H](CN)NCC1(c2ccccc2)CC1 (stereo partly specified)	5%	-2%	-3%	-1%	-5%

#	USP1-UAF1 inh	RGS4 inhibitor	Vif-APOBEC3F blk	LDHA block
9	-8%	10%	-3%	0
10	-29%	-15%	1%	-1
11	-24%	0%	-3%	-7
12	-15%	-4%	-2%	-11
13	-3%	-29%	14%	-5
14	-16%	5%	3%	-2
15	-23%	4%	0%	-14
16	?	0%	0%	-4

Other entries follow.
#	Compound	mIDH1 inhibitor	Vif-APOBEC3G blk	rTrxR1 inhibitor	TrxR1 substrate	Glioma ERSR ind
17	Cc1ccc2[nH]c(CNC(=O)C3CCCCC3)cc2c1	2%	-7%	-10%	2%	5%
18	CC(C)n1c(-c2ccccc2F)n[nH]c1=S	-1%	-1%	-9%	4%	-3%
19	CCOC(=O)c1sc(NC(=O)C2CC(=O)N(c3ccc(OCC)cc3)C2)nc1C (stereo unspecified)	0%	-7%	-3%	-9%	-1%
20	CCCc1nc(SCC(=O)Nc2nnc(CC)s2)c2c(=O)n(C)c(=O)n(C)c2n1	-4%	-7%	26%	0%	-3%
21	CC(CNC(=O)Cn1ccc2cc(S(=O)(=O)N3CCCC3)ccc21)c1ccccc1 (stereo unspecified)	9%	2%	21%	-5%	1%
22	COc1ccc(Cn2c(=O)[nH]c3cc(C(=O)N4CCN(Cc5ccccc5)CC4)ccc3c2=O)cc1	2%	-1%	0%	-2%	-7%
23	CC(C)C(=O)N[C@@H]1c2ccccc2CC[C@@H]1O	4%	0%	30%	9%	-2%
24	CCOc1ccc(N(CC(=O)NCCSc2ccccn2)S(C)(=O)=O)cc1	11%	-12%	10%[57.1 µM]	-3%	0%

#	USP1-UAF1 inh	RGS4 inhibitor	Vif-APOBEC3F blk	LDHA block
17	-14%	-22%	-4%	7
18	-8%	15%	-8%	-5
19	-8%	5%	-2%	-4
20	-18%	-3%	0%	-3
21	-16%	-33%	6%	0
22	-11%	5%	5%	-2
23	-4%	11%	5%	-6
24	-6%	-19%	-5%	1

Next part
#	Compound	mIDH1 inhibitor	Vif-APOBEC3G blk	rTrxR1 inhibitor	TrxR1 substrate	Glioma ERSR ind
25	CCCCOc1ccc(C(=O)N/C(=C\c2cccc([N+](=O)[O-])c2)C(=O)OCCC)cc1	-3%	-4%	2%	0%	-4%
26	Cc1cccn2c(=O)nc(SCC(=O)N3N=C(c4cccs4)CC3c3ccc(F)cc3)nc12 (stereo unspecified)	-6%	-2%	-14%	2%	-3%
27	CC(=O)c1ccc(N2CCN(c3ncnc4c3c(-c3ccccc3)cn4-c3ccc(C)c(Cl)c3)CC2)cc1	-9%	-1%	11%[57.1 µM]	-1%[57.1 µM]	3%
28	NC(=O)C1(N2CCCCC2)CCN(Cc2nc(-c3cccs3)no2)CC1	-3%	0%	27%	4%	2%
29	CN(C(=O)COC(=O)C1CCN(S(=O)(=O)c2c(Cl)cccc2Cl)CC1)C1CCS(=O)(=O)C1 (stereo unspecified)	2%	-6%	4%	-4%	-5%
30	CN(C)c1ccc(NC(=O)CN2C(=O)c3ccccc3C2=O)cc1	4%	1%	12%[57.1 µM]	-5%	-1%
31	CC(=O)Nc1cc(C(=O)N2CCN(C)CC2)ccc1S(=O)(=O)c1ccc(C)cc1	-4%	2%	-2%	-9%	-6%
32	CC(C)CC(N)C(=O)OCc1ccc([N+](=O)[O-])cc1 (stereo unspecified)	4%	1%	8%[57.1 µM]	4%	-4%

#	USP1-UAF1 inh	RGS4 inhibitor	Vif-APOBEC3F blk	LDHA block
25	-23%	-10%	4%	-5
26	-23%	1%	-12%	-1
27	-26%	11%	-15%	-4
28	-23%	-17%	1%	-5
29	-15%	-21%	-4%	-2
30	-8%	-29%	7%	1
31	-4%	32%	-8%	3
32	-18%	-8%	2%	4

(further entries)
#	Compound	mIDH1 inhibitor	Vif-APOBEC3G blk	rTrxR1 inhibitor	TrxR1 substrate	Glioma ERSR ind
33	CN1CCCN(C(=O)c2cc(-c3cccc4ccccc34)nc3ccccc23)CC1	7%	3%	-5%	8%	-3%
34	CCOC(=O)CC1=CCc2c1ccc(OC)c2OC	1%	0%	-1%[11.4 µM]	0%[11.4 µM]	6%
35	O=C(NCc1ccncc1)C(=O)Nc1nccs1	-4%	-4%	9%	3%	3%
36	Cc1ccc2oc3c(c(=O)c2c1)C(c1cccc(O)c1)N(CCCN1CCOCC1)C3=O (stereo unspecified)	?	1%	3%	-1%	-2%
37	O=C(CCN1CCN(c2ccccc2)CC1)Nc1cccc(Br)c1	14%	-1%	13%[57.1 µM]	-2%[57.1 µM]	-3%
38	COC(=O)c1c(C)[nH]c(C(=O)OCC(=O)c2ccc(C)s2)c1C	-5%	-6%	5%	-3%	4%

#	USP1-UAF1 inh	RGS4 inhibitor	Vif-APOBEC3F blk	LDHA block
33	-8%	0%	2%	-2
34	-3%	20%	19%	6
35	-5%	12%	11%	-2
36	-26%	?	-4%	3
37	-20%	-15%	7%	-1
38	-17%	11%	-5%	0

Source: PubChem BioAssay (National Center for Advancing Translational Sciences (NCATS))

Not all compounds are listed. The share of hits here may be higher or lower than overall.
